Screening data as filed in PubChem.
Hsp70 inhibitors: small molecules displacing fluorescent ligand from Hsp70 – biochemical, fluorescence polarization, primary screen (AID 583). Hsp70 fluorescence polarization probe displacement, mP; higher % means a stronger effect. one-dose displacement, % at 20 µM; IC50 in µM for titrated hits. actives 0.06% (n = 140,000); in the data active = displacement above about 50%;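 also: plate controls were vehicle for no effect and reference ligand for full effect; a part of the inactive calls stands beside numbers as strong as those of hits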
MKP-3 inhibition: MKP-3 phosphatase inhibitors, primary screen, biochemical, rat enzyme, in vitro (AID 425); recombinant MKP-3 phosphatase activity, fluorescence; higher % means a stronger effect; one-dose inhibition, % at 20 µM; IC50 in µM for titrated hits; actives 0.17% (n = 110,000); in the data active = inhibition above about 50%;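 also: plate controls were vehicle for no effect and reference inhibitor for full effect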
Starred values were filed as active, the others as inactive; x = not tested or not shown; & = joins results of further samples. Only part of the results is shown; rates above refer to the full screens.

| Hsp70 inhibitors | MKP-3 inhibition | Molecule |
| --- | --- | --- |
| 5.1% | x | C=CCc1c(C)nc(SC)nc1Nc1ccccc1 |
| 1.2% | -15.0% | Cc1cc(C)n(-c2nc3ccccc3nc2N2CCN(S(=O)(=O)c3ccc(F)c(C)c3)CC2)n1 |
| 14.4% | 1.4% | CCCCSc1nnc(CCCCCNC(=O)OC(C)(C)C)o1 |
| -1.8% | -0.1% | COc1ccc(C2OCC3C(C)C=C(C)C2C3C)cc1 (stereo not given) |
| -0.6% | -7.0% | O=C(Nc1ccc(OC(=O)c2cccs2)cc1)c1ccco1 |
| -0.4% | 2.6% | C=CCNC(=S)Nc1nc(C)c(C)s1 |
| 2.1% | -5.8% | CCn1c(C(C)NC(=O)Cc2ccccc2)nc2ccccc21 (stereo not given) |
| 5.1% | -1.4% | COCCNC(=O)C(c1cccc(OC)c1)N(C(=O)Cn1nnc2ccccc21)c1cccnc1 (stereo not given) |
| 21.3% | -12.0% | CCCCCCNC(=O)C(C#N)c1nc2ccccc2nc1N1CCCC1 (stereo not given) |
| 39.2% | x | COc1ccc2nc(-c3ccco3)c(-c3ccco3)nc2c1 |
| 2.4% | 1.3% | CCN1C(=O)/C(=C\c2cccc(OCc3cccc4ccccc34)c2)SC1=S |
| 2.7% | x | CCOC(=O)C1=NN(c2ccc(OC)cc2)C(c2ccccc2)CC1=O (stereo not given) |
| 1.6% | -1.2% | c1ccc(C2C3=C(Nc4ncnn42)c2ccccc2CCC3)cc1 (stereo not given) |
| -2.3% | -8.6% | CCC(=O)Nc1cccc(NC(=O)c2cc3ccccc3o2)c1 |
| 2.3% | 5.6% | Cc1ccc(-c2csc(-c3cc4ccccc4oc3=O)n2)cc1 |
| 2.5% | x | CCCn1c2c(c(O)c(C(=O)NCCCN(CC)CC)c1=O)CCCC2 |
| 5.0% | -6.5% | CC(C)OCCCNc1ncnc2c1[nH]c1ccccc12 |
| 1.6% | -0.1% | O=c1/c(=C/c2ccc([N+](=O)[O-])cc2)sc2nc3ccccc3n12 |
| -2.3% | 3.7% | O=C(c1noc2c1CCCC2)N1CCCCC1 |
| 0.0% | 2.5% | COc1ccc([N+](=O)[O-])cc1NC(=O)Cc1ccc(Cl)cc1 |
| -5.6% | x | CC1CC(C(F)F)n2nc(C(=O)O)cc2N1 (stereo not given) |
| 10.5% | 2.2% | O=C(O)CC1SC(=O)N(Cc2ccccc2)C1=O (stereo not given) |
| 3.5% | -11.5% | O=C(CSc1nc2ccccc2c(=O)n1Cc1ccco1)c1ccccc1 |
| -0.1% | -0.1% | CCc1c(C)sc(NC(=O)c2ccc(Cl)cc2)c1C(N)=O |
| 4.6% | -0.8% | CCOC(=O)C1=C(C)NC(=S)NC1c1cc(OC)c(OC)c(OC)c1 (stereo not given) |
| -1.1% | -8.9% | CCOC(=O)C1CCN(S(=O)(=O)c2ccc(Br)c(OCC)c2)CC1 |
| x | -6.3% | CC1(C)Cn2c(nnc2-c2ccccc2)S1 |
| 1.1% | 0.4% | COC(=O)/C(=C\C(=O)c1ccc(Cl)cc1)Nc1ccccc1 |
| 4.1% | 3.4% | CS(=O)(=O)N(CC(=O)Nc1ccccc1Cl)c1ccc(Br)cc1 |
| 1.7% | -6.3% | CCn1c(SCC(=O)Nc2nc3ccc(OC)cc3s2)nc2c1c(=O)n(C)c(=O)n2C |
| -14.8%&0.4% | -9.4%&0.8% | Cc1ccc(NC(=O)COC(=O)c2ccnn2C)cc1 |
| -0.5% | -6.0% | Cc1nnc(NC(=O)C2CCCCC2)s1 |
| -4.0% | 3.3% | Cc1ccc(-c2nn(-c3ccccc3)cc2C=C2C(=O)CC(C)(C)CC2=O)cc1 |
| -1.7% | -3.3% | NC12CC3CC(C1)CC(CO)(C3)O2 |
| -1.9% | 4.6% | CCCNS(=O)(=O)c1ccc(CCC(=O)Nc2ccc3c(c2)OCO3)cc1 |
| -1.2% | 1.1% | CCOC(=O)N1CCN(C(=S)Nc2ccc3nccnc3c2)CC1 |
| -2.1% | x | Cc1cccc(CC2S/C(=N/c3ccccn3)NC2=O)c1 (stereo not given) |
| 0.5% | x | Cc1cc(N2CCN(c3ccc(F)cc3)CC2)nc(-c2ccccc2)n1 |
| 3.5% | x | CCN=C1SC(CC(=O)NCC)C(=O)N1CC (stereo not given) |
| 2.7% | -8.4% | O=C(CS(=O)CC(=O)Nc1ccc(Cl)cc1)NCC1OCCc2ccccc21 (stereo not given) |
| 5.8% | 2.9% | CCOC(=O)CC(=O)CSc1nc(C)cc(-c2cccnc2)c1C#N |
| 8.8% | -4.7% | Nc1ncnc2c1ncn2CCN1CCCCC1 |
| 3.8% | 1.9% | COC(=O)C1=C(C)N=C2SCCC(=O)N2C1c1ccc(C(C)(C)C)cc1 (stereo not given) |
| 3.5% | x | C=CCc1ccc(OCC(O)COc2ccc(CC=C)cc2OC)c(OC)c1 |
| -2.7% | -0.6% | COc1c(O)ccc(/C=N/NC(=O)C(O)c2ccccc2)c1[N+](=O)[O-] (stereo not given) |
| -16.8% | -5.5% | COc1cccc2cc(-c3nc(-c4cccs4)cs3)c(=O)oc12 |
| 2.7% | 0.0% | CCOC(=O)c1cccc(NC(=O)N[C@@H](C)C(=O)OC)c1 |
| -1.1% | -0.5% | COc1ccc2c(c1)c(C(=O)CN1CCC3(CC1)OCCO3)c(C)n2C |
| 0.6% | -1.3% | O=C(N/C(=C\c1ccc(-c2ccc(Cl)cc2)o1)C(=O)N1CCOCC1)c1ccccc1 |
| 7.0% | -5.2% | COC(=O)CCS(=O)(=O)c1cc(Cl)ccc1Cl |
| 6.1% | -1.1% | Cc1ccc(C(=O)CCNc2ccc(C)c(Cl)c2)o1 |
| 2.4% | x | COc1ccc(CNC(=O)c2c(N)n(CCCN3CCOCC3)c3nc4ccccc4nc23)cc1 |
| 3.2% | x | Cn1cnnc1SCC(=O)Nc1c(F)cc(F)cc1Br |
| -6.9% | 0.6% | CCCS(=O)(=O)N1CCCC(C(=O)NCCN(Cc2ccccc2)C(C)C)C1 (stereo not given) |
| -1.1% | -1.1% | COc1ccccc1OCCCN1CCOCC1 |
| 2.3% | 2.2% | O=C(/C=C/c1cccc([N+](=O)[O-])c1)Nc1cccc(-c2nc3ccccc3s2)c1 |
| 3.7% | -0.6% | Clc1ccc(CSc2nnc(Cn3cnc4ccccc43)o2)cc1 |
| 0.5%&-0.9% | 9.9%&2.6% | CC(C)CC(=O)N1CCN(Cc2cccc(F)c2)CC1 |
| -1.2% | -1.6% | COc1ccc(NC(=O)Cc2ccc(Cl)cc2)cc1OC |
| 4.9% | x | Cc1onc(-c2ccccc2)c1C(=O)NCC1COc2ccccc2O1 (stereo not given) |

Two entries from above in a different format:
canonical_smiles,Hsp70 inhibitors,MKP-3 inhibition
Cc1ccc(C(=O)CCNc2ccc(C)c(Cl)c2)o1,6.1%,-1.1%
Cn1cnnc1SCC(=O)Nc1c(F)cc(F)cc1Br,3.2%,x

(list continues)
| Hsp70 inhibitors | MKP-3 inhibition | Molecule |
| --- | --- | --- |
| 5.1% | 8.1% | CCOc1ccccc1C(=O)N(C)Cc1cc2ccccc2[nH]c1=O |
| 3.0% | x | COC(=O)CN1C(=O)C(O)=C(C(C)=O)C1c1ccc([N+](=O)[O-])cc1 (stereo not given) |
| 0.9%&-0.6% | -9.2%&-0.8% | CC(=O)NCCOc1ccc2oc3ccccc3c2c1 |
| -0.2% | 5.0% | C1=NC(c2ccccc2)C(c2ccccc2)=NN1 (stereo not given) |
| -3.5% | -3.8% | Cc1ccc(CN2C(=O)C(C)(C)Oc3ccc(C(=O)N4CCCCC4)cc32)cc1 |
| 3.1% | -3.1% | CCC(C)NC(=O)CN(c1cc(C)ccc1OC)S(C)(=O)=O (stereo not given) |
| -4.9%&5.0% | -2.2%&-0.2% | COc1ccccc1NC(NC(=O)c1ccco1)C(=O)c1ccccc1 (stereo not given) |
| -1.8% | -4.0% | CC(C)COc1ccc(C(=O)Nc2ccc(Cl)cc2Cl)cc1 |
| -7.2% | 1.6% | CCOC(=O)c1ccc(NC(=O)CN(c2cccc(Cl)c2)S(=O)(=O)c2ccccc2)cc1 |
| 61.1% | -3.3% | CCN(CC)c1ccc2cc(NC(=O)CCC(=O)O)c(=O)oc2c1 |
| 3.5% | 4.0% | Cc1ccc(C(=O)O)cc1N1C(=O)c2ccc(S(=O)(=O)c3ccc(C(=O)O)cc3)cc2C1=O |
| x | 3.3% | CCCCCSc1nnc(C)c(=O)[nH]1 |
| x | -0.8% | Cc1noc(C)c1S(=O)(=O)N1CCC(C(=O)N2CCC(C)CC2)CC1 |
| -2.8%&-0.6% | -1.7%&2.1% | Cc1c(OCC(=O)OC(C)C)ccc2c3c(c(=O)oc12)CCC3 |
| 1.0% | -0.1% | CCOC(=O)c1c(NC(=O)C2C3C=CC(C3)C2C(=O)O)sc2c1CCC2 (stereo not given) |
| -1.6% | -5.9% | CCOC(=O)c1ccccc1NC(=O)c1ccc(N(C)S(C)(=O)=O)cc1 |
| -14.2% | x | CCOc1ccc(Br)cc1C1C(C(=O)OC)=C(N)Oc2cc(N(C)C)ccc21 (stereo not given) |
| -1.1% | 2.6% | CC1Oc2ccccc2N(CC(=O)Nc2ccc3c(c2)OCCO3)C1=O (stereo not given) |
| -5.1% | 0.1% | CCN(CC)C(=O)N1CCN(C(=O)c2ccc(C)cn2)CC1 |
| 5.9% | x | COc1ccc(-n2c(Cc3ccccc3)nnc2SCC(=O)N2CCCc3ccccc32)cc1 |
| -2.8% | x | Cc1sc2ncn(CC(=O)NCCN3CCOCC3)c(=O)c2c1S(=O)(=O)N1CCC(C)CC1 |
| -1.6% | 2.0% | Cc1ccc(NC(=O)COc2ccccc2)c([N+](=O)[O-])c1 |
| 6.5% | -21.9% | CC(=O)Nc1ccc(C(=O)OC2CCOC2=O)cc1 (stereo not given) |
| -1.4% | 5.1% | COc1ccc(CN2C(=O)CN=C2Nc2cc(C)ccc2C)cc1 |
| 3.1% | -9.9% | CCc1c(C)sc(NC(=O)OC)c1C(=O)N1CCCCC1 |
| 2.7% | -11.8% | C=CCn1c(=O)c2c3c(sc2n2c(Nc4ccc(OC)cc4)nnc12)CCCC3 |
| 4.8% | -1.5% | Cc1ccc(/C=C2\SC(=N)N(c3ccc(F)cc3)C2=O)cc1 |
| 1.2% | -4.1% | Cc1cc(NC(=O)c2sc3cc(F)ccc3c2Cl)no1 |
| -2.1% | -7.7% | CCCc1ccc(OCc2nc(-c3ccc(NC(=O)c4ccco4)cc3)no2)cc1 |
| 3.5% | 5.6% | CC(=O)c1c(C)[nH]c(C(=O)OCc2nnc(-c3ccccc3)o2)c1C |
| -1.4% | 8.7% | COC(=O)CSc1nnc(CNC(=O)c2ccco2)n1-c1ccc(F)cc1 |
| -4.3% | -5.0% | O=C(CSc1nnnn1-c1ccc2c(c1)OCCO2)c1cccc2c1OCCO2 |
| -1.9%&8.9% | -12.1%&2.5% | O=C1CCC(=O)N1CNc1ccc(Oc2ccccc2)cc1 |
| -3.4% | 1.9% | O=C(Nc1c(Cl)cccc1Cl)c1ccc(F)cc1 |
| 4.1% | 5.5% | COc1ccc(C2CC(=O)C3=C(C2)Nc2ccccc2NC3c2ccc(F)c(F)c2)cc1 (stereo not given) |
| -4.1% | 3.0% | COc1c(Cl)ccc(Cl)c1C(=O)Nc1ccc(C)cc1 |
| x | 7.9% | COCCOC(=O)c1[nH]c2c(c1C)C(=O)CC(c1ccccc1)C2 (stereo not given) |
| 2.1% | 1.7% | CC(=O)Nc1ccc(OC(=O)c2cccc([N+](=O)[O-])c2)cc1 |
| 0.2% | x | O=C(CC12CC3CC(CC(C3)C1)C2)Nc1cccc2ncccc12 |
| 1.6% | 1.2% | O=C(/C=C/c1ccc([N+](=O)[O-])cc1)c1ccc(I)cc1 |
| -1.0% | -5.5% | O=S(=O)(Nc1ccc2c(c1)nc1n2CCOC1)c1ccc(Cl)cc1 |
| 4.5% | -13.9% | COC(=O)C1=C(C)N(c2cccc3ccccc23)C(=O)C1 |
| -4.2% | -0.2% | CC1CCc2sc3ncnc(N4CCOCC4)c3c2C1 (stereo not given) |
| -6.2% | -15.2% | Brc1ccccc1-c1nnc(CSc2nncn2-c2ccccc2)o1 |
| 4.3% | -18.3% | C#CCN(C#N)c1nc(NCC)nc(NC(C)C)n1 |
| 3.9% | 0.8% | CC(C)c1nnc(NC(=O)Cn2nc(-c3ccc4c(c3)OCCO4)ccc2=O)s1 |
| 4.2% | -0.1% | O=C(O)CCN1CCc2ccccc21 |
| -6.3% | 2.9% | CN(C)c1ccc(/C=C(/c2ccccc2)c2nc3ccccc3[nH]2)cc1 |
| -0.5% | x | CC(C)OC(=O)CSc1nnc(-c2ccccc2)n1N |
| x | 3.0% | CC(=O)OCCCN1C(=O)c2ccc(S(=O)(=O)c3ccc4c(c3)C(=O)N(CCCOC(C)=O)C4=O)cc2C1=O |
| 3.2% | 0.3% | O=C(Nc1ccccc1C(=O)N/N=C/c1ccco1)c1ccccc1 |
| 1.7% | x | COc1ccc(S(=O)(=O)Nc2cc(C)ccn2)cc1 |
| -2.1% | -1.6% | O=C1c2ccc(Oc3ccc([N+](=O)[O-])cc3)cc2C(=O)N1CCO |
| 2.8% | -0.2% | O=C(Nc1ccc(F)cc1)Nc1ccc(I)cc1 |
| 3.2% | 2.1% | S=c1[nH]nc(-c2ccccc2)n1CC1CCCO1 (stereo not given) |
| -3.8% | -1.1% | CC1(C)CC(=O)C2=C(C1)Nc1ccccc1N(C(=O)C(F)(F)F)C2c1ccc(-c2ccc(Br)cc2)o1 (stereo not given) |
| 4.8% | -13.8% | Cc1ccc(S(=O)(=O)c2nc(S(C)(=O)=O)sc2N(C)C)cc1 |
| 5.0% | -1.1% | Fc1ccccc1OCCCn1ccnc1 |

Record cards (already shown).
Results for O=C(Nc1ccc(F)cc1)Nc1ccc(I)cc1 : Hsp70 inhibitors = 2.8%; MKP-3 inhibition = -0.2%
Results for S=c1[nH]nc(-c2ccccc2)n1CC1CCCO1 (stereo not given) : Hsp70 inhibitors = 3.2%; MKP-3 inhibition = 2.1%
Results for Fc1ccccc1OCCCn1ccnc1 : Hsp70 inhibitors = 5.0%; MKP-3 inhibition = -1.1%
